# Bioassay records (PubChem BioAssay)
# MCF10A rereplic: inducers of DNA re-replication in MCF 10A breast cells; MCF 10A DNA re-replication, Hoechst nuclear intensity, 48 h; Potency, µM (series often up to 46.1 µM), without a hit: top-dose activity, positive = re-replication, actives largely listed as activators; hit rate 2.9% among 350,000; AID 624296; further: potency means the concentration at half of the fitted maximal effect; % of control where 0% means no effect; nearly all actives have a fitted effect of over 50% in size
# KB-3-1 tox: kills parental KB-3-1 adenocarcinoma cells | KB-3-1 viability, CellTiter-Glo ATP luminescence, 72 h | Potency, µM (highest dose often 46.1 µM), inactives show top-dose activity change, negative = cytotoxic, most hits filed as cytotoxic | hit rate 1.4% among 400,000 | AID 1347075; further: potency means the concentration at half of the fitted maximal effect; on the % scale 0 is the no-effect control and ±100 the full control effect; nearly all actives have a fitted effect of over 60% in size
#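 KB-3-1 cells, DMEM (no phenol red) + 10% FBS; compound by pin transfer, 72 h, 37 °C. Readout: CellTiter-Glo luminescence after 10 min. Data normalized, curve-fitted.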
# WRN helicase inh: inhibitors of human WRN helicase. AID 651768. WRN helicase unwinding, fluorescent forked duplex, kinetic. Potency, µM (top dose mostly 114 µM), for inactives: top-dose activity change, negative = inhibition, hits mostly inhibitors. hit rate 0.46% among 360,000; further: potency means the concentration at half of the fitted maximal effect; on the % scale 0 is the no-effect control and ±100 the full control effect; nearly all actives have a fitted effect of over 55% in size
# Target sequence (Q14191 whole entry, looked up): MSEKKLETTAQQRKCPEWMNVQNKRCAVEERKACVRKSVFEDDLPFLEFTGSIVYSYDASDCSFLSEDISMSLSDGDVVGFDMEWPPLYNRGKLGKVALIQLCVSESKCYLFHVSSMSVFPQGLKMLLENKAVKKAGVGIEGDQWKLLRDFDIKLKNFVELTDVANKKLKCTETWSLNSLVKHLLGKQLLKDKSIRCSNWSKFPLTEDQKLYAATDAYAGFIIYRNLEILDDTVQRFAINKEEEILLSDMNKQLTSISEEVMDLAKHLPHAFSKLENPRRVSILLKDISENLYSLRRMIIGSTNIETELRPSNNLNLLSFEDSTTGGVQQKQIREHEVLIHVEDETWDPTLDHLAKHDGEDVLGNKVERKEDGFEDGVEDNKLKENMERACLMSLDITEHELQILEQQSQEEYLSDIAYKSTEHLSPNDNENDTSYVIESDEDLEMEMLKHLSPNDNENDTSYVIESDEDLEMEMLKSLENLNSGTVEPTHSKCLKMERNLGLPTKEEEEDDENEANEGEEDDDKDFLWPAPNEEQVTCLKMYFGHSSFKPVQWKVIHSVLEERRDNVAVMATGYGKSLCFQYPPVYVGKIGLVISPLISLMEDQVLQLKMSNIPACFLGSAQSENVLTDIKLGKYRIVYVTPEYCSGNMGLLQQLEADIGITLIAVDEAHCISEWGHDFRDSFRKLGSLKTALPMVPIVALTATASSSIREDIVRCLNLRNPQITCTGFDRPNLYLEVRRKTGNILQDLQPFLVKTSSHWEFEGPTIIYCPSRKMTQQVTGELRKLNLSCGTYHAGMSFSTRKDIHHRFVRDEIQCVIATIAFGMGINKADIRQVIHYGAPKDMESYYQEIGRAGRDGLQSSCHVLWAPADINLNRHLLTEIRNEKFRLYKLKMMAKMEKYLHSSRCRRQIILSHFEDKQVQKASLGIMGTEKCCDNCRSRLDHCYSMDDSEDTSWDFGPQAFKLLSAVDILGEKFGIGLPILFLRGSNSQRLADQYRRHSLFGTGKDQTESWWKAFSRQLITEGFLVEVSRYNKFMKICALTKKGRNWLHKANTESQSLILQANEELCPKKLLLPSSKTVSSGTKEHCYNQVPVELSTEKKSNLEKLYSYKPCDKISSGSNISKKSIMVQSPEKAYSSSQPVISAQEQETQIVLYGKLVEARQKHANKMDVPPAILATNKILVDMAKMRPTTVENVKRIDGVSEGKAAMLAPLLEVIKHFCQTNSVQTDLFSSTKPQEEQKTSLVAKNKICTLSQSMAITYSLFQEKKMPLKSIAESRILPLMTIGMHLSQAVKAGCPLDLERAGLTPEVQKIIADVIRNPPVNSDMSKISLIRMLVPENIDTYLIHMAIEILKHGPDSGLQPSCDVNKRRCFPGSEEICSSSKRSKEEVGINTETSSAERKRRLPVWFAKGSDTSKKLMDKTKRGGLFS
#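 Primary qHTS, 1536-well format. 20 nM WRN + compound, 15 min RT; start with 100 nM forked fluorophore/quencher duplex, 2 mM ATP (final); kinetic read ex 525/em 598 nm.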
# IL-1B inflam inh: inflammasome signaling inhibition, IL-1 beta readout; THP-1 LPS/ATP IL-1B secretion, AlphaLISA, 16 h; active compounds read low; activity change, % at 57.5 µM; hit rate 4.7% among 360,000; AID 743279; in the data active means activity change below about -50%; inconclusive means mostly about -30% to -49%; further: on the % scale 0 is the no-effect control and ±100 the full control effect
#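 THP-1 cells pretreated 1 hr with compounds (up to 57.5 uM final), then stimulated with LPS (250 ng/mL final) plus ATP (1.25 mM final); secreted IL-1B measured by AlphaLISA after 16 hr, decreased signal indicating inhibition.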
# ATXN2 expr inh: inhibitors of ATXN2 expression; hit rate 0.72% among 360,000; HEK-293 ATXN2-luciferase reporter, luminescence, 24 h; AID 1745845; Potency, µM (titrated, usually from 57 µM), for inactives: top-dose activity change, negative = inhibition, usual class: inhibitors; further: potency means the concentration at half of the fitted maximal effect; on the % scale 0 is the no-effect control and ±100 the full control effect; nearly all actives have a fitted effect of over 55% in size
#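 qHTS (up to 57 uM final) was run with 24 h compound exposure of reporter cells at 37 °C. Each well was multiplexed: SteadyGlo luminescence measured ATXN2-luciferase expression after a fluorogenic Gly-Phe-AFC viability readout (25 uM final).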
# KB-V1 cytotox: KB-V1 MDR subline cytotoxicity | KB-V1 MDR cells viability, CellTiter-Glo, 72 h | Potency, µM (titrated, usually from 46.1 µM), inactives show at the top dose activity change, negative = cytotoxicity, usual class: cytotoxic | hit rate 3.4% among 400,000; further: potency means the concentration at half of the fitted maximal effect; on the % scale 0 is the no-effect control and ±100 the full control effect; nearly all actives have a fitted effect of over 60% in size
#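 KB-V1, DMEM (no phenol red) + 10% FBS; cpd pin-transferred, titration series; 72 h, 37 degrees C; CellTiter-Glo, luminescence. Data normalized, curve-fit.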
# SW480 rereplic: DNA re-replication induction in SW480 cells; AID 624297; SW480 DNA re-replication, Hoechst DNA content imaging, 48 h; Potency, µM (top dose mostly 46.1 µM), for inactives: at the top dose re-replication activation, most hits filed as activators; hit rate 1.8% among 340,000; further: potency means the concentration at half of the fitted maximal effect; % of control where 0% means no effect; nearly all actives have a fitted effect of over 55% in size
#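 Quantitative HTS format with DMSO vehicle controls; 48 hr drug incubation at 37 C, then 40 min Hoechst staining and scanning imager measurement at 405 nm excitation.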
# HT1080-NT tox: kills 2HG-producing HT-1080-NT fibrosarcoma cells; HT-1080-NT fibrosarcoma viability, CellTiter-Glo ATP luminescence, 48 h; Potency, µM (top dose mostly 46.1 µM), for the others: top-dose activity, negative = less viability, usual class: cytotoxic; hit rate 1.6% among 360,000; AID 686970;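 further: NT is the 2HG producing partner of a matched IDH1 knockdown line; potency means the concentration at half of the fitted maximal effect; 0% = DMSO-treated cells and -100% = media-only wells without cells; nearly all actives have a fitted effect of over 55% in size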
#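 Luminescent CellTiter-Glo readout after 48 hours of compound exposure at 37 degrees C defined viability of HT-1080-NT cells. Activity was normalized to DMSO wells and cell-free media wells; concentration-response curves were fitted and assigned curve classes.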
# HT1080 IDH1KD tx: HT-1080 IDH1 knockdown cell toxicity (counter line); HT-1080 IDH1 knockdown viability, ATP luminescence, 48 h; Potency, µM (top dose mostly 46.1 µM), inactives show at the highest dose activity, negative = toxicity, actives largely listed as cytotoxic; hit rate 2% among 360,000; AID 686971;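 further: potency means the concentration at half of the fitted maximal effect; 0% = DMSO wells and -100% = cell-free medium wells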
#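 Cytotoxicity counter-line: IDH1KD HT-1080, 48 h, CellTiter-Glo. Curves classed by r2, magnitude and activity.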
# * = called active by the depositor; ? = inconclusive; nt = not tested or not shown; [ ] = another dose, or the depositor's remark. Unless noted, the call rests on the fitted dose curve; in most records, active means well fitted curve in the direction sought with a large enough effect; inconclusive means small, poorly fitted or top-dose-only effect, or another doubt; inactive means no such curve, though single readings can be large; an effect the other way counts as inactive or inconclusive.
# Second line of a record – MCF10A rereplic	KB-3-1 tox	WRN helicase inh	IL-1B inflam inh	ATXN2 expr inh	KB-V1 cytotox	SW480 rereplic	HT1080-NT tox	HT1080 IDH1KD tx
- CN(CCc1ccccc1)C(=O)CC1C(=O)NCCN1Cc1ccccn1 (stereo not drawn)
    nt	10%	-1%	2	nt	10%	nt	10%	8%
- COc1ccccc1S(=O)(=O)Nc1cccc(-c2nnc3n2CCCCC3)c1
    3%	0%	-4%	0	1%	0%	-5%	3%	-1%
- CC(C)NC(=O)C1(C)Cc2c(-c3cccc(C(F)(F)F)c3)ccnc2O1 (stereo not drawn)
    nt	0%	1%	27	-12%	-7%	nt	8%	0%
- COC(=O)c1cccc(NC(=O)CSc2nnc(-c3ccco3)o2)c1
    0%	22%	-3%	12	14%	?	-6%	19%	15%
- COc1ccc(C2CC(c3ccccc3)=NN2c2ccc(Cl)c(C(=O)O)c2)cc1 (stereo not drawn)
    8.2µM*	5%	-12%	19	38%[activator]	?	?	-11%	-24%
- CCC(C)[C@H](NC(=O)C1CCN(C(=O)[C@H](Cc2ccccc2)NC(=O)OC(C)(C)C)CC1)C(=O)O (stereo partly drawn)
    -1%	8%	3%	-2	nt	-1%	2%	?	10%
- Cc1cc(C)cc(C(=O)N2CC(C)SC2=Nc2cccc(S(=O)(=O)N(C)C)c2)c1 (stereo not drawn)
    ?	7%	-8%	-2	-7%	-27%	3%	-16%	-19%
- O=C(CNC(=O)c1ccc([N+](=O)[O-])cc1)N/N=C\c1ccc(OC(=O)c2ccccc2)cc1
    17%	-3%	-2%	38	0%	9%	1%	14%	14%
- O=C(COC(=O)C1=COCCO1)Nc1ccc(Cl)cn1
    12%	22%	3%	29	11%	29%	-11%	1%	12%
- O=C(NCc1ccc2c(c1)OCO2)c1c(O)c2cccc3c2n(c1=O)CCC3
    6%	-22%	-9%	10	-1%	-40%	-4%	16%	3%
- S=C(c1cn(Cc2ccccc2)c2ccccc12)N1CCOCC1
    -6%	-1%	-35%	-12	-25%[11.3 µM]	-23%	-11%	6%	0%
- O=C(N/N=C/C=C/c1ccccc1)c1ccncc1
    -5%	4%	-1%	2	9%	0%	-5%	-8%	-16%
- O=C(CN(c1ccccc1)S(=O)(=O)c1ccccc1)N1CCOCC1
    -1%	-2%	5%	-17	2%	0%	-3%	0%	5%
- O=C(NC(Cc1cn(Cc2ccccc2)cn1)C(=O)O)OCC1c2ccccc2-c2ccccc21 (stereo not drawn)
    nt	0%	-9%	-7	-5%	4%	nt	10%	17%
- CCC(Oc1ccccc1)C(=O)Nc1ncc([N+](=O)[O-])s1 (stereo not drawn)
    24%	5%	4%	3	nt	-29%	16%	-11%	-5%
- CCC(C)N(C(=O)c1csnn1)C(C(=O)NC1CCCC1)c1c(F)cccc1Cl (stereo not drawn)
    0%	-1%	10%	-12	-5%	?	5%	12%	6%
- c1ccc(-c2csc(-c3ccncc3)n2)cc1
    -2%	11%	-6%	1	58%[activator]	-1%	-1%	-2%	5%
- Cc1cc(C)c(S(C)(=O)=O)c(S(=O)(=O)c2ccc(Cl)cc2)n1
    2%	-4%	10%	14	16%	-6%	-2%[9.22 µM]	9%	-2%
- Cc1ccc(OC(C)C(=O)N(C)Cc2ccccc2)c([N+](=O)[O-])n1 (stereo not drawn)
    10%	12%	3%	23	1%	-1%	-1%	5%	3%
- CN(C1CCCCC1)S(=O)(=O)c1ccc(C(=O)O)cc1
    -4%	22%	-1%	50	-1%	18%	-4%	15%	6%
- CC(=O)c1ccc(OCc2cc(C(=O)N3CCCCCCC3)no2)cc1
    ?	-2%	-22%	-12	5%	?	0%	0%	-10%
- Cn1cnnc1SCC(=O)Nc1ncc(C(F)(F)F)cc1Cl
    2%	?	-3%	-1	-17%	-2%	0%	15%	-1%
- COc1ccc(CCC(=O)N2CCN(C3CCCCC3)CC2)cc1
    11%	-12%	6%	5	2%	-1%	10%	17%	11%
- COc1ccc(C2NC(=O)NC(C)=C2C(=O)Nc2cc(C)ccc2C)cc1OC (stereo not drawn)
    -2%	22%	8%	2	1%	-2%	-2%	7%	5%
- O=C(COC(=O)c1ccccc1Br)NC(=O)NCc1ccccc1
    5%	6%	-8%	-13	0%	-10%	-12%	0%[9.24 µM]	13%
- Nc1nc2c(c3c1c(=O)oc1ccccc13)CCCCC2
    ?	1%	8%	29	7%	4%	-7%	-4%	-9%
- Nc1c(C(=O)NCCN2CCOCC2)c2nc3ccccc3nc2n1CCc1ccccc1F
    4%	17%	-13%	-63*	?	-14%	-1%	?	?
- COc1ccc([C@H]2CC(=O)C=C(c3ccc(Br)c4ccccc34)C2)cc1
    ?	0%	3%	-5	5%	-6%	3%	-6%	0%
- O=C(CC(C(=O)O)c1ccccc1)Nc1cccc2ccccc12 (stereo not drawn)
    -4%	9%	-14%	19	2%	-6%	-2%	13%	11%
- COCCCn1c(SCC(=O)NC2CCS(=O)(=O)C2)nnc1-c1ccc(Cl)cc1 (stereo not drawn)
    0%	10%	3%	3	nt	0%	-6%	3%	12%
- COc1ccccc1-c1cc(C(=O)Nc2ccccc2SC)no1
    10%	-4%	-4%	-4	10%	2%	0%	-1%[9.24 µM]	4%
- C=CCN(C(=O)CSc1nc2ccsc2c(=O)n1Cc1ccccn1)c1ccccc1
    -3%	7%	-13%	-10	28%	-34%	-1%	-12%	-20%
- CC(=O)NCCC(=O)N(Cc1ccccc1)c1nc2c(C)cccc2s1
    2%	8%	-2%	?	?	0%	4%	-10%	?
- CCOC(=O)[C@@H]1[C@H]2COc3ccc(Br)cc3[C@@H]2N2C(=O)N(c3ccc(Br)cc3)C(=O)[C@@]12C
    0%	2%	-5%	-1	-12%	?	-8%	9%	-18%
- CSCCC(NS(=O)(=O)c1cccs1)C(=O)NCc1ccccc1 (stereo not drawn)
    -36%[inhibitor]	1%	-2%	2	-20%	-5%	-2%	7%	2%
- CCOC(=O)c1c(NC(=O)COC(=O)c2ccc(O)cc2)sc(C(=O)NC)c1C
    0%	15%	-15%	14	-19%	20%	2%	-7%	-11%
- CCC(Sc1nc2ccccc2o1)C(=O)O (stereo not drawn)
    0%	13%	2%	36	31%	30%	0%	27%	?
- Cc1cccc(COC[C@H](Cc2ccccc2)N2CCN(C(=O)c3cc(Cl)cc(Cl)c3)CCC2=O)c1
    nt	?	-3%	?	?	?	nt	?	?
- Cc1cc(NC(=O)c2ccc(Cl)cc2)cc(C)c1OCC(=O)N1CCOCC1
    -2%	-7%	-8%	17	9%	-5%	-3%	5%	-1%
- Cn1nccc1-c1ccc(C(=O)NCc2ccco2)c2occc12
    nt	-2%	-9%	0	52%[activator]	?	nt	2%	26%
- O=C(COc1cccnc1[N+](=O)[O-])Nc1ccc(Cl)cc1F
    -19%	8%	7%	-19	5%	4%	0%	-24%	-13%
- COc1ccccc1-n1cnc2cc(C(=O)NCCCN3CCOCC3)ccc21
    0%	11%	2%	2	10%	-12%	-2%	13%	9%[9.24 µM]
- CCOC(=O)c1[nH]c2ccccc2c1NC(=O)c1ccc(S(=O)(=O)N2CCCC2)cc1
    22%	7%	-5%	-5	3%	?	0%	0%	-1%
- Cc1ccc(OCc2cc(C(=O)N(C)Cc3cnc4ccccn34)no2)cc1C
    ?	-12%	3%	-24	?	-15%	-1%	0%	-29%
- Cc1ccccc1-c1nc(CS(=O)(=O)CC(=O)NCc2ccc(F)cc2)c(C)o1
    12%	?	1%	-3	-15%	?	-5%	-12%	-1%
- COC(=O)CCC(=O)OC1(C)C(=O)C=C2C=C(C3CC3)N(CC3CC3)C=C2C1=O (stereo not drawn)
    3%	12%	5%	17	7%	-4%	1%	-3%	2%
- COc1cc(OC)c(C(=O)C=Cc2ccc(OC)c(OC)c2)c(OC)c1
    169%	?	-10%	-101*	?	?	18µM*	?	?
- Cc1cccc(C)c1NC(=O)N1CCC(c2nc3ccccc3o2)CC1
    16%	5%	9%	-20	-11%	21µM*	1%	12%	-14%
- COC(=O)C1=CN(c2ccc(F)cc2)C(N)=C(C#N)C1c1cccc(OC)c1OC (stereo not drawn)
    nt	0%	3%	-18	nt	?	nt	1%	0%
- COC(=O)c1ccc(NCCC(=O)O)cc1
    8%	1%	6%	0	-11%	-9%	-9%	-2%	-4%
- CN(Cc1ccccc1)C(=O)c1cccc(N2C(=O)C3CC=CCC3C2=O)c1 (stereo not drawn)
    ?	11%	2%[57.1 µM]	0	8%	18%	-8%	-1%	0%
- CC1(C)c2[nH]c3ccccc3c2C[C@@H]2C(=O)N(Cc3ccco3)C(=O)N21
    ?	2%	nt	nt	10%	6%	14%[9.22 µM]	nt	nt
- CC(=O)c1cccc([N+](=O)[O-])c1
    7%	0%	-8%	5	3%	-2%	-5%	3%	16%
- CC1CCCN(C(=O)c2ccc3c(c2)C(=O)N(CCC2=CCCCC2)C3=O)C1 (stereo not drawn)
    1%	17%	0%	37	2%	?	0%	3%	0%

# In the list so far, these contain a furan ring, fused or not:
# Second line of a record – MCF10A rereplic	KB-3-1 tox	WRN helicase inh	IL-1B inflam inh	ATXN2 expr inh	KB-V1 cytotox	SW480 rereplic	HT1080-NT tox	HT1080 IDH1KD tx
- COC(=O)c1cccc(NC(=O)CSc2nnc(-c3ccco3)o2)c1
    0%	22%	-3%	12	14%	?	-6%	19%	15%
- Cn1nccc1-c1ccc(C(=O)NCc2ccco2)c2occc12
    nt	-2%	-9%	0	52%[activator]	?	nt	2%	26%
- CC1(C)c2[nH]c3ccccc3c2C[C@@H]2C(=O)N(Cc3ccco3)C(=O)N21
    ?	2%	nt	nt	10%	6%	14%[9.22 µM]	nt	nt
